# ALDH1A1 inh = blocks purified human ALDH1A1 activity; P00352; Purified ALDH1A1, NADH fluorescence, propionaldehyde substrate; Potency, µM (highest dose often 75.3 µM), without a hit: at the top dose activity, negative = inhibition, hits mostly inhibitors; 7.3% of 220,000 active; AID 1030; active = well fitted inhibition curve with a large enough effect, not every such curve was filed as active; inconclusive = small, poorly fitted or top-dose-only effect, or another doubt; inactive = no such curve, though single readings can be large or run the other way;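 also: plate controls were no enzyme wells and a reference inhibitor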
# Target sequence (P00352 whole entry, looked up): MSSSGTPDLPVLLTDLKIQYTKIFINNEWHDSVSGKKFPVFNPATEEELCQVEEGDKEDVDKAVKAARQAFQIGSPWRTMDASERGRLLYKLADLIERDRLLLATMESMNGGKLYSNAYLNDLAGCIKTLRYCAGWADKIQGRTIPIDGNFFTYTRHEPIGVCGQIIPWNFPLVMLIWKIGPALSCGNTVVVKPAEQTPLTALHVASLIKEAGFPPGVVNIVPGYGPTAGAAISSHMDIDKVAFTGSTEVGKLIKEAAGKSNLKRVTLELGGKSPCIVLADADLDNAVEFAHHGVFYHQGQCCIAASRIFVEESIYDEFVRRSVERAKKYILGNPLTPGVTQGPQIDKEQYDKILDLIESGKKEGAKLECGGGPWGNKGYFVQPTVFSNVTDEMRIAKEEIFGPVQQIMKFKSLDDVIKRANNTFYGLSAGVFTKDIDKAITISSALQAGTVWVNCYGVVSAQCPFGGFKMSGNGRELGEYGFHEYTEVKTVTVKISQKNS
# Tau ThT inhib = inhibitors of human tau fibril formation, thioflavin T binding; recombinant tau K18 P301L, heparin-induced fibrillization, ThT fluorescence; Potency, µM (series often up to 57.4 µM), for the others: at the top dose activity, negative = inhibition, usual class: inhibitors; 2.1% of 270,000 active; also: % is scaled to controls: 0 for no effect and ±100 for the full control effect; nearly all actives have a fitted effect of over 55% in size
# Target sequence (P10636 561-689 P618L limits assumed): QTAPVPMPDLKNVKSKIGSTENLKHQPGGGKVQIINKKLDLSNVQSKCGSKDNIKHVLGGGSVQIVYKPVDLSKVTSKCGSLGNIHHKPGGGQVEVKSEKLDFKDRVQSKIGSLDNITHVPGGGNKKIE
#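 ThT emission at 510 nm, taken 1 hr after adding 30 uM dye, quantifies aggregates formed when 20 uM heparin acts on human tau K18 P301L for 6 hr at 37 C.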
# HttQ103 aggreg = mutant huntingtin aggregation inhibition. PC12 HttQ103-GFP aggregates, Acumen cytometry, 40 h. Potency, µM (top dose mostly 46.1 µM), without a hit: top-dose activity change, negative = inhibition, most hits filed as inhibitors. 1.1% of 220,000 active; also: % is scaled to controls: 0 for no effect and ±100 for the full control effect; nearly all actives have a fitted effect of over 60% in size
#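 Aggregate formation scored by laser-scanning cytometer (488 excitation, 500–530 emission) in lysed PC12 cells expressing Q103-GFP after 100 nM tebufenozide induction; library tested in dose series, with ATPLite reagent added in the multiplex.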
# Tau FP inhib = inhibitors of human tau fibril formation; P10636; K18 P301L tau heparin fibrillization, Alexa594 FP, 6 h; Potency, µM (titrated, usually from 57.7 µM), for inactives: at the highest dose activity, negative = inhibition, hits mostly inhibitors; 0.39% of 280,000 active; also: % is scaled to controls: 0 for no effect and ±100 for the full control effect; nearly all actives have a fitted effect of over 55% in size
#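 Human K18 P301L fragment (15 uM unlabeled plus 0.24 uM Alexa 594-labeled) in 100 mM sodium acetate pH 7 with compound, aggregation induced by 20 uM heparin for 6 hr at 37 C. ThT (30 uM) added for 1 hr, then Alexa 594 FP read.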
# Tau fluor cs = counter-screen for tau fibril formation inhibitors. tau K18 P301L Alexa594 fluorescence, heparin fibrillization. Potency, µM (doses to about 57.7 µM), without a hit: at the top dose activity change, negative = decrease. 0.93% of 280,000 active; also: % is scaled to controls: 0 for no effect and ±100 for the full control effect; nearly all actives have a fitted effect of over 55% in size
#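 Human tau K18 P301L (15 uM unlabeled, 0.24 uM Alexa 594-labeled) in 100 mM sodium acetate pH 7 with 20 uM heparin, 6 hr at 37 C. ThT 30 uM added, 1 hr ambient; Alexa 594 FP and total fluorescence read at 555/632 nm.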
# KDM4E inh = inhibitors of human JMJD2E histone demethylase; JMJD2E catalytic domain, FDH-coupled NADH fluorescence (FDH is formaldehyde dehydrogenase); Potency, µM (highest dose often 57.1 µM), for inactives: at the top dose activity change, negative = inhibition, most hits filed as inhibitors; 1.6% of 230,000 active; AID 2147; active = well fitted inhibition curve with a large enough effect, not every such curve was filed as active; inconclusive = small, poorly fitted or top-dose-only effect, or another doubt; inactive = no such curve, though single readings can be large or run the other way;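 also: 0% = wells with enzyme and -100% = buffer wells without enzyme; nearly all actives have a fitted effect of over 50% in size; many of its hits are not listed in these tables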
# Target sequence (B2RXH2 1-337 limits assumed): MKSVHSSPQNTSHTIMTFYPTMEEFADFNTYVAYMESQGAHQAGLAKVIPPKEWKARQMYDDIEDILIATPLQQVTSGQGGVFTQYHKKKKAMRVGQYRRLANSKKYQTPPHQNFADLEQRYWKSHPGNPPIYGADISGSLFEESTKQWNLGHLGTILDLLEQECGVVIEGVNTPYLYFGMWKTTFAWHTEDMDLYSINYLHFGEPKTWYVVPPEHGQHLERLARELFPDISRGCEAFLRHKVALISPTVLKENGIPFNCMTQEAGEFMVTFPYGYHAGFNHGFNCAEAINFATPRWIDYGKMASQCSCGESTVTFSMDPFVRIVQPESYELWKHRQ
# HTT cytoprotect = Huntington cell model cytoprotection by ATP luminescence. PC12 HTT-Q103 induced, cytoprotection, ATP luminescence, 40 h. Potency, µM (top dose mostly 56.4 µM), inactives show cytoprotection (ATP increase), hits mostly activators. 0.14% of 230,000 active. AID 1471;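 also: % of control where 0% means no effect; nearly all actives have a fitted effect of over 45% in size; toxic huntingtin expression switched on by the ecdysone agonist tebufenozide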
#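 Readout: ATPlite luminescence (ATP level). Model: stable PC12, inducible Htt exon1 Q103-GFP. Inducer: tebufenozide, 100 nM final. Compounds: dose series. No G418 in medium.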
# SMN2 splice enh = increases expression of the SMN2 splice variant; HEK293 SMN2-luciferase splicing reporter, luminescence, 30-36 h; Potency, µM (titrated, usually from 46.1 µM), for the others: top-dose activity change, positive = activation, most hits filed as activators; 2.8% of 210,000 active; AID 1458; also: % of control where 0% means no effect; nearly all actives have a fitted effect of over 55% in size
#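 HEK293 cells carry an SMN2 minigene-luciferase reporter in which exon 7 inclusion puts luciferase in frame. Cells were seeded at 2000 cells/well, attached for 10-12 hours, then exposed to compounds for 30-36 hours at 37C before ONE-Glo luminescence.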
# * = called active by the depositor; ? = inconclusive; . = no result given; [ ] = another dose, or the depositor's remark. Unless noted, calls follow the shape of the dose curve; as a rule, active = well fitted curve in the direction sought with a large enough effect; inconclusive = small, poorly fitted or top-dose-only effect, or another doubt; inactive = no such curve, though single readings can be large; an effect the other way counts as inactive or inconclusive. Potency is read from the fitted curve at half-maximal effect. A portion of the library; count on the stated rates, not on these rows.
# Letters – A = ALDH1A1 inh; B = Tau ThT inhib; C = HttQ103 aggreg; D = Tau FP inhib; E = Tau fluor cs; F = KDM4E inh; G = HTT cytoprotect; H = SMN2 splice enh
SMILES: Cn1c(SCc2c(F)cccc2Cl)nnc1-c1cnccn1
  A = 13µM*	B = 3%	C = 10%	D = -1%	E = -2%	F = 0%	G = -3%	H = ?

SMILES: CCC(/C=N/NC(=O)CCCCC(=O)N/N=C/C(CC)CC)CC
  A = 10%	B = 1%	C = 1%	D = -6%	E = 7%	F = 7%	G = 14%[0.074 µM]	H = 6%

SMILES: Brc1ccc(-c2nnc3n2C2(CCCC2)Cc2ccccc2-3)o1
  A = 8%	B = ?	C = -27%	D = 6%	E = -3%	F = -5%	G = 7%[10 µM]	H = -23%

SMILES: Cn1nc(C(=O)NC2CCCc3ccccc32)ccc1=O (stereo unspecified)
  A = 5%	B = -7%	C = -7%	D = -3%	E = -4%	F = 2%	G = -47%[inhibitor]	H = 1%

SMILES: CCOc1ccc(-c2nnc(SCC(=O)Nc3ccc4c(c3)c3ccccc3n4CC)n2N)cc1
  A = ?	B = ?	C = -28%	D = ?	E = ?	F = ?	G = -85%[inhibitor]	H = -38%[inhibitor]

SMILES: CC(=O)NS(=O)(=O)c1ccc(NC(=O)/C=C/c2ccccc2Cl)cc1
  A = 13%	B = -5%	C = 19%	D = 4%	E = -6%	F = -3%	G = -6%	H = 5%

SMILES: CCCS(=O)(=O)N1CCC(C(=O)NCCN(CC)c2ccccc2)CC1
  A = -6%	B = -17%	C = -3%	D = -3%	E = -17%	F = -1%	G = 18%[10 µM]	H = ?

SMILES: S=C(NCc1ccc(Cl)cc1)Nc1ccccc1
  A = -6%	B = 5%	C = 8%	D = 4%	E = -1%	F = -3%	G = .	H = -26%

SMILES: CCCOc1ccc(/C=N/Nc2ccc(C(=O)O)cc2)c(OCCC)c1
  A = ?	B = 5%	C = -6%	D = 1%	E = 2%	F = ?	G = -3%	H = -8%

SMILES: CC(C)N(Cc1ccccc1)C(=O)COC(=O)c1ccc2c(c1)OCCO2
  A = -5%	B = -19%	C = 13%[9.22 µM]	D = -4%	E = -20%	F = 0%	G = 0%	H = -9%

# Letters – A = ALDH1A1 inh; B = Tau ThT inhib; C = HttQ103 aggreg; D = Tau FP inhib; E = Tau fluor cs; F = KDM4E inh; G = HTT cytoprotect; H = SMN2 splice enh
SMILES: COc1cccc(-c2nc(=S)c3c(n2Cc2ccco2)CCCC3)c1
  A = ?	B = ?	C = 11%	D = ?	E = -13%	F = -6%	G = -18%	H = ?

SMILES: Cc1ccc(NC(=S)N/N=C/c2c(C)[nH]c3ccccc23)cc1
  A = 0%	B = ?	C = 31%	D = 9%	E = 14µM*[quencher]	F = -30%	G = -75%[inhibitor]	H = -27%

SMILES: COc1cc(C(=O)N[C@H](C(=O)NC(C)C23CC4CC(CC(C4)C2)C3)C(C)C)cc(OC)c1OC (stereo partly specified)
  A = -1%	B = -18%	C = 7%[9.22 µM]	D = 0%	E = -5%	F = 7%	G = 4%	H = -9%

SMILES: O=C(CN1CCCCC1)Nc1nnc(-c2ccccc2)s1
  A = -2%	B = -11%	C = -3%	D = -4%	E = -10%	F = -7%	G = -10%[10 µM]	H = 17%

SMILES: CCCCN1C(=O)C(=O)N(CC(=O)Nc2cc(OCC)c(N3CCOCC3)cc2OCC)C1=O
  A = 7%	B = -3%	C = 4%	D = 4%	E = -9%	F = -10%	G = -25%	H = .

SMILES: O=C(CSc1nc(N2CCCCC2)nc(N2CCCCC2)n1)Nc1nccs1
  A = 16%	B = 0%	C = -5%	D = -6%	E = -5%	F = 8%	G = -29%[0.074 µM]	H = 6%

SMILES: O=C1C(Cc2ccc(O)cc2)NC(=S)N1C1CCCCC1 (stereo unspecified)
  A = .	B = -12%	C = 4%[9.22 µM]	D = -4%	E = -15%	F = -4%	G = -7%[10 µM]	H = .

SMILES: COCCNc1oc(/C=C/c2ccc(F)cc2)nc1C#N
  A = .	B = -10%	C = .	D = 5%	E = -20%	F = .	G = .	H = 20%

SMILES: N/C(=N\OC(=O)c1cccc2ccccc12)c1cccnc1
  A = ?	B = 5%	C = 2%[9.22 µM]	D = 7%	E = 1%	F = -18%	G = 2%[10 µM]	H = .

SMILES: C=CCSc1nc2c(c(=O)[nH]1)C(c1ccccc1)C(C#N)=C(N)O2 (stereo unspecified)
  A = .	B = -4%	C = 7%[9.22 µM]	D = 2%	E = -7%	F = 3%	G = 1%[10 µM]	H = .

# Reformatted as tab-separated lines: two of the compounds above
SMILES	ALDH1A1 inh	Tau ThT inhib	HttQ103 aggreg	Tau FP inhib	Tau fluor cs	KDM4E inh	HTT cytoprotect	SMN2 splice enh
COCCNc1oc(/C=C/c2ccc(F)cc2)nc1C#N	.	-10%	.	5%	-20%	.	.	20%
N/C(=N\OC(=O)c1cccc2ccccc12)c1cccnc1	?	5%	2%[9.22 µM]	7%	1%	-18%	2%[10 µM]	.

# (further entries)
# Letters – A = ALDH1A1 inh; B = Tau ThT inhib; C = HttQ103 aggreg; D = Tau FP inhib; E = Tau fluor cs; F = KDM4E inh; G = HTT cytoprotect; H = SMN2 splice enh
SMILES: COc1ccccc1NC(=O)CN1CCN(S(=O)(=O)c2ccc(Br)cc2)CC1
  A = ?	B = -7%	C = -6%	D = -1%	E = 0%	F = 3%	G = 16%[10 µM]	H = 5%

SMILES: Fc1ccc(CSc2nnc(-c3cccs3)o2)cc1
  A = -14%	B = 10%	C = -31%[9.22 µM]	D = 3%	E = 7%	F = 5%	G = 11%	H = ?

SMILES: Cc1nc(-c2cccc(S(=O)(=O)N3CC(C)OC(C)C3)c2)cs1 (stereo unspecified)
  A = 3%	B = -2%	C = -25%	D = -2%	E = 1%	F = -1%	G = -26%[0.074 µM]	H = -18%

SMILES: Cn1c(=O)cc(NCc2ccccc2)[nH]c1=O
  A = -3%	B = 4%	C = -9%	D = -2%	E = -1%	F = -8%	G = -9%	H = 4%

SMILES: O=C(Nc1nc(-c2cccnc2)cs1)c1ccc(S(=O)(=O)N2CCOCC2)cc1
  A = 9%	B = -18%	C = ?	D = -5%	E = -27%	F = -1%	G = -26%	H = .

SMILES: Cc1ccc(-n2ncc3c(NCc4ccco4)ncnc32)c(C)c1
  A = -2%	B = -7%	C = -17%	D = -6%	E = -2%	F = -9%	G = 13%[10 µM]	H = -1%

SMILES: Cc1ccc(NC(=O)CN2C(=O)S/C(=C/c3ccc(-c4cccc(C(=O)O)c4)o3)C2=O)cc1
  A = 4%	B = -16%	C = 18%[9.22 µM]	D = -1%	E = 1%	F = -27%	G = 25%[10 µM]	H = ?

# Structural class, the compounds so far containing four or more nitrogen atoms (ten)
# Letters – A = ALDH1A1 inh; B = Tau ThT inhib; C = HttQ103 aggreg; D = Tau FP inhib; E = Tau fluor cs; F = KDM4E inh; G = HTT cytoprotect; H = SMN2 splice enh
SMILES: Cn1c(SCc2c(F)cccc2Cl)nnc1-c1cnccn1
  A = 13µM*	B = 3%	C = 10%	D = -1%	E = -2%	F = 0%	G = -3%	H = ?

SMILES: CCC(/C=N/NC(=O)CCCCC(=O)N/N=C/C(CC)CC)CC
  A = 10%	B = 1%	C = 1%	D = -6%	E = 7%	F = 7%	G = 14%[0.074 µM]	H = 6%

SMILES: CCOc1ccc(-c2nnc(SCC(=O)Nc3ccc4c(c3)c3ccccc3n4CC)n2N)cc1
  A = ?	B = ?	C = -28%	D = ?	E = ?	F = ?	G = -85%[inhibitor]	H = -38%[inhibitor]

SMILES: Cc1ccc(NC(=S)N/N=C/c2c(C)[nH]c3ccccc23)cc1
  A = 0%	B = ?	C = 31%	D = 9%	E = 14µM*[quencher]	F = -30%	G = -75%[inhibitor]	H = -27%

SMILES: O=C(CN1CCCCC1)Nc1nnc(-c2ccccc2)s1
  A = -2%	B = -11%	C = -3%	D = -4%	E = -10%	F = -7%	G = -10%[10 µM]	H = 17%

SMILES: CCCCN1C(=O)C(=O)N(CC(=O)Nc2cc(OCC)c(N3CCOCC3)cc2OCC)C1=O
  A = 7%	B = -3%	C = 4%	D = 4%	E = -9%	F = -10%	G = -25%	H = .

SMILES: O=C(CSc1nc(N2CCCCC2)nc(N2CCCCC2)n1)Nc1nccs1
  A = 16%	B = 0%	C = -5%	D = -6%	E = -5%	F = 8%	G = -29%[0.074 µM]	H = 6%

SMILES: C=CCSc1nc2c(c(=O)[nH]1)C(c1ccccc1)C(C#N)=C(N)O2 (stereo unspecified)
  A = .	B = -4%	C = 7%[9.22 µM]	D = 2%	E = -7%	F = 3%	G = 1%[10 µM]	H = .

SMILES: O=C(Nc1nc(-c2cccnc2)cs1)c1ccc(S(=O)(=O)N2CCOCC2)cc1
  A = 9%	B = -18%	C = ?	D = -5%	E = -27%	F = -1%	G = -26%	H = .

SMILES: Cc1ccc(-n2ncc3c(NCc4ccco4)ncnc32)c(C)c1
  A = -2%	B = -7%	C = -17%	D = -6%	E = -2%	F = -9%	G = 13%[10 µM]	H = -1%

# Screening data from PubChem BioAssay.
